# Screening data: PubChem BioAssay, Johns Hopkins Ion Channel Center
# ANO1 block: mouse TMEM16A channel inhibition, primary screen. hit rate 1.2% among 310,000. Q8BHY3. normalized B-score (activity score, 25-100; higher = stronger inhibition) at 10 µM. HEK293 TMEM16A/YFP iodide influx fluorescence, ionomycin;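 active = ratio plate-corrected score three or more library SD toward inhibition, starting fluorescence score within five deviations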;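 note: score derived from kinetic fluorescence span divided by baseline fluorescence per well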
# Target sequence (Q8BHY3 whole entry, looked up): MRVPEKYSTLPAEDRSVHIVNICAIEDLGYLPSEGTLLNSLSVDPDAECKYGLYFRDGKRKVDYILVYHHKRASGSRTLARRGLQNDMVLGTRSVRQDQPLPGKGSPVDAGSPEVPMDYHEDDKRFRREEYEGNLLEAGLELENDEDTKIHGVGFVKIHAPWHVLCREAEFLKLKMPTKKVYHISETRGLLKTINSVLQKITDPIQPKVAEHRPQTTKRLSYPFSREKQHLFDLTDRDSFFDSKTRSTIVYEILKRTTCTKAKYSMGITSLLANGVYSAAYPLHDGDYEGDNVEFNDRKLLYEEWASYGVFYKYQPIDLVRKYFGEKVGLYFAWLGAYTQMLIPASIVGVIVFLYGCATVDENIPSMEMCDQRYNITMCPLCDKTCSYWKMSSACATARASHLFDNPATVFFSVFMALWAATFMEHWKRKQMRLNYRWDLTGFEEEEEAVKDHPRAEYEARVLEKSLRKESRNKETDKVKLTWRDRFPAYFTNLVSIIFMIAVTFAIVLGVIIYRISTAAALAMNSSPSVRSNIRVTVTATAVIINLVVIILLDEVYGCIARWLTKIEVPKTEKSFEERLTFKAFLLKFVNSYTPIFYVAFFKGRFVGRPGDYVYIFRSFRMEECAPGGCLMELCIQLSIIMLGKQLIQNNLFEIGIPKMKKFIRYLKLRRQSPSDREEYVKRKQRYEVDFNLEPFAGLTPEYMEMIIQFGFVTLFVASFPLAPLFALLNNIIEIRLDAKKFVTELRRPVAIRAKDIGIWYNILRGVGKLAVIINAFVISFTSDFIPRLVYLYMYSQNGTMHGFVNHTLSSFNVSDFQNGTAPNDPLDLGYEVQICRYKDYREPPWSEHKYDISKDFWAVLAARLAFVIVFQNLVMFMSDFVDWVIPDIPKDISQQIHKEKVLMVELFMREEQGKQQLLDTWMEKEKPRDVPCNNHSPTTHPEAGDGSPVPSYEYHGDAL
# KCNQ1 inh: blocks the human KCNQ1 potassium channel. P51787. AID 2642. B-score at 10 µM. CHO-K1 KCNQ1, FluxOR thallium flux fluorescence; hits give high values. hit rate 1.3% among 310,000;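 active = compounds whose thallium flux B-score, printed positive for inhibition, exceeds three library SD while starting fluorescence stays within three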;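 note: channel opened by potassium depolarization with thallium stimulus after 20 min compound exposure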
# MrgX1 PAM: allosterically activates human MrgX1 receptor signaling; Q96LB2; MrgX1-HEK293, Fluo-4 calcium flux, FDSS; hits give high values; B-score at 10 µM; hit rate 0.63% among 310,000; AID 588675;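 active = plate-corrected calcium response at least 3 library SD above typical, normal starting fluorescence, not activating the receptor alone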;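 note: compound read alongside a low EC10 to EC30 dose of BAM8-22 agonist; peak minus trough fluorescence over baseline measured at the second addition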
# RGS4 block: human RGS4 inhibition; HEK293 M3R/RGS4 inducible, Fluo-4 calcium flux; hits give high values; triggered by carbachol at its EC20; B-score at 10 µM; hit rate 0.45% among 310,000;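 active = B-score, a plate-corrected calcium signal, over three deviations above library mean, with baseline fluorescence within five deviations of library mean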;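 note: RGS4 expression induced by doxycycline in cells with stable M3 receptor; B-score is computed from the integrated fluorescence ratio over baseline after carbachol; higher B-score means a larger calcium signal and so more RGS4 inhibition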
# KCNK3 block: human KCNK3 channel inhibition, primary screen; O14649; CHO-KCNK3 thallium flux, FluxOR fluorescence; hits give low values; B-score at 10 µM; hit rate 0.84% among 340,000; AID 602410;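 active = B-score under library mean minus 4 SD, starting fluorescence ratio at most library mean plus 5 SD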;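 note: more negative B-score means stronger inhibition of thallium flux through KCNK3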
# KCNQ1 act: potentiators or activators of human KCNQ1 potassium channel; P51787; CHO-K1 KCNQ1, thallium flux FluxOR fluorescence; hits give high values; B-score at 10 µM; hit rate 0.35% among 310,000;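 active = fluorescence ratio B-score, a plate-corrected score, at least three library SD, with initial intensity B-score within 5 SD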
#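 System: CHO-K1 cells stably expressing KCNQ1 / Medium: assay buffer for compound exposure, DMSO matched across wells / Reagent: thallium- and potassium-containing depolarizing buffer / Compound: one concentration, matched DMSO / Incubation: 20 min compound pretreatment at room temperature / Measured by: kinetic FluxOR fluorescence, 10 s baseline plus 110 s post-stimulus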
# TMEM16A act: mouse TMEM16A channel activation, primary screen; HEK293 TMEM16A/YFP-H148Q/I152L, iodide quench fluorescence; hits give low values; B-score at 10 µM; hit rate 0.3% among 340,000;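 active = fluorescence-ratio B-score plate-corrected deviation score at least 3 library SD below zero, with starting fluorescence score within 5 deviations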;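 note: channel opened by trigger with iodide after compound preincubation; score built on the fluorescence ratio of max minus min over baseline; more negative score means more quench and so TMEM16A activation or potentiation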
# hERG protect: hERG (human) protection from proarrhythmic block | Q12809 | CHO-hERG, FluxOR thallium flux, dofetilide IC70 present | activation (rescue from dofetilide block), less the hit threshold, % at 10 µM | hit rate 0.51% among 310,000;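 active = activation above the mean of controls blocked by dofetilide plus 5 SD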;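 note: thallium influx through hERG after potassium depolarization seen as dye fluorescence rise; in these data hits start at about 4.7%; inactives centre near -7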
# RGS4 pot: RGS4 potentiation or activation; HEK293 M3R/inducible RGS4, carbachol calcium flux Fluo4; hits give low values; B-score at 10 µM; hit rate 0.92% among 310,000; AID 463111;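 active = B-score of the integrated calcium signal more than 4 SD below the library mean, with starting fluorescence not abnormally high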;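 note: negative B-score means reduced calcium response which marks RGS4 activation or potentiation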
#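 Material: M3R-expressing HEK293 line, RGS4 induced by doxycycline | Schedule: Overnight RGS4 induction, 30 min dye load 37 °C, 20 min compound RT | Measured by: Fluo4 fluorescence kinetic imaging of calcium | Read-out: Integrated calcium ratio converted to B score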
# KCNK9 block: blocks the human KCNK9 two-pore domain potassium channel | hit rate 1.2% among 310,000 | HEK293 KCNK9, FluxOR thallium flux fluorescence; hits give low values | B-score at 10 µM;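 active = ratio B-score over 3 SD below the library mean, with starting fluorescence within 5 SD of its mean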;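 note: negative B-score means less thallium flux so channel inhibition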
# MrgX1 agonist: human MrgX1 receptor agonism, primary screen | Q96LB2 | MrgX1-HEK293 cells, Fluo-4 calcium fluorescence, agonist mode; hits give high values | B-score at 10 µM | hit rate 0.44% among 310,000;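 active = calcium response B-score plate-corrected fluorescence ratio at least 3 library SD, with starting fluorescence B-score inside 5 SD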
#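 Assay system: MrgX1-expressing HEK293 cells / Amount: fifteen thousand cells per well / Doses: test compound in the initial addition of three / Timing: cells plated overnight, dye loaded 0.5 h 37 °C, 0.5 h room temperature / Technique: kinetic calcium dye fluorescence, Fluo-4 NW / Control set: positive and negative controls per plate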
# * = called active by the depositor; i = inactive; . = not tested or not shown. Random draw from the library; overall some 6.3% were active at least once.
SMILES,ANO1 block,KCNQ1 inh,MrgX1 PAM,RGS4 block,KCNK3 block,KCNQ1 act,TMEM16A act,hERG protect,RGS4 pot,KCNK9 block,MrgX1 agonist
COc1ccc(C(=O)N/N=C/c2ccc3cccc(OCc4ccccc4)c3n2)cc1,i,i,i,i,i,i,i,-3,-11*,i,i
CCCCn1c(=O)c2ccccc2n2c(=S)[nH]nc12,i,i,i,i,i,i,i,-4,i,i,i
O=C(c1cc([N+](=O)[O-])ccc1Cl)N1CCN(c2ccc([N+](=O)[O-])cc2)CC1,i,i,i,i,i,i,i,-11,i,i,i
NC(=O)CSc1nnc(-c2cc3ccccc3o2)n1Cc1ccccc1,i,i,i,i,i,i,i,-8,i,i,i
CCOC(=O)C(C)Sc1nnc(Cc2cc(=O)[nH]c(=O)[nH]2)n1-c1cccc(OC)c1 (stereo not drawn),i,i,i,i,i,i,i,-3,i,i,i
Cc1ccc2c(C)c(C(=O)NCc3ccc(S(N)(=O)=O)cc3)oc2c1,i,i,i,i,i,i,i,-7,i,i,i
Cc1cc(C)nc(N2CCCC(C(=O)NCCc3ccc(F)cc3)C2)n1 (stereo not drawn),i,i,i,i,i,i,i,-9,i,i,i
O=C(O)CN1C(=O)C(=O)N(Cc2ccccc2F)C1=O,i,i,i,i,i,i,i,-4,i,i,i
CNc1ccc(C(O)(C(F)(F)F)C(F)(F)F)cc1C(O)(C(F)(F)F)C(F)(F)F,i,i,i,i,i,i,i,-24,-8.2*,i,i
CN(Cc1ccc(F)cc1)S(=O)(=O)c1nnc(NC(=O)c2ccccc2Br)s1,i,i,i,i,i,i,i,-5,i,i,i
C#CCOCCOCCOCCNc1nc(N2CCN(C(=O)[C@H](CCCCN)n3cc(CCCC)nn3)CC2)nc(N2CCN(C(=O)[C@H](CCCCN)n3cc(CCCC)nn3)CC2)n1,i,i,i,i,i,i,i,-4,i,i,i
COc1ccc(NC(=O)CCNC(=O)Cn2cnc3ccccc3c2=O)c(OC)c1,i,i,i,i,i,i,i,3,i,i,i
O=C(NCCNC(=O)c1ccccc1Cl)c1ccco1,i,i,i,i,i,i,i,-3,i,i,i
Cc1ccc(OCc2nnc(NC(=O)c3ccco3)s2)c(C)c1,i,i,i,i,i,i,i,-8,i,i,i
O=C1CC[C@@H](O)CCN1CC[C@H](Sc1ccccc1)c1ccccc1,i,i,i,i,i,i,i,-4,i,i,i
Cn1ncc2c(=O)n(CC(=O)NC34CC5CC(CC(C5)C3)C4)cnc21,i,.,i,.,i,.,i,.,.,.,i
Cc1cccc(NCC(=O)N/N=C\c2cccn2C)c1,i,i,i,i,i,i,i,-6,i,i,i
Oc1ccc(C(=S)N2CCCCC2)cc1,i,i,i,i,i,i,i,-7,i,i,i
CC(=O)Nc1nc(C)c(Cc2ccccc2)c(=O)[nH]1,i,i,i,i,i,i,i,-7,i,i,i
CC(NC(=O)c1cccc(S(=O)(=O)N2CCN(Cc3ccccc3)CC2)c1)c1ccc(Br)cc1 (stereo not drawn),i,i,i,i,i,i,i,-13,i,i,i
O=C(O)CCN1C(=O)c2ccc(NC(=O)CCc3ccccc3)cc2C1=O,i,i,i,i,i,i,i,-6,i,i,i
CCN(CC)C(=O)CSc1ncnc2c(-c3ccc(OC)cc3)nsc12,i,i,i,i,.,i,.,-2,i,i,i
CCn1c(=O)cc(SCC(=O)N2CCN(C(=O)c3ccco3)CC2)c2ccccc21,i,i,i,i,i,i,i,-9,i,i,i
Cc1ccc(C)c(NC(=O)C(C)CC2COCCO2)c1 (stereo not drawn),i,i,i,i,i,i,i,-7,i,i,i
N/C(=N\OC(=O)C1CCCCC1)c1ccc(Cl)cc1,i,i,i,i,i,i,i,-3,i,i,i
CC(=O)Nc1ccc(SC[C@H](Cc2ccccc2)N2CCN(CCc3ccccc3)CCC2=O)cc1,i,i,i,i,i,i,i,-18,i,i,i
CCCCCn1c(S(=O)(=O)O)nc2ccccc21,i,i,i,i,i,i,i,-6,i,i,i
Cc1cc(C)nc(SCC(=O)N(C)CC(=O)Nc2c(Cl)cccc2Cl)n1,i,i,i,i,i,i,i,-7,i,i,i
COc1ccc(-n2nc(C(=O)NCC(=O)Nc3ccccn3)c3ccccc3c2=O)cc1,i,i,i,i,i,i,i,-10,i,i,i
CCC(CC)C(=O)NCc1ccccc1Cl,i,i,i,i,i,i,i,-1,i,i,i
OC(CN1CCN(Cc2ccccc2)CC1)Cn1c2ccccc2c2ccccc21 (stereo not drawn),i,i,i,i,i,i,i,-14,i,i,i
O=C1N[C@@H](Cc2ccccc2)C(=O)N2[C@H]3Nc4ccccc4[C@@]3([C@]34C[C@H]5C(=O)N[C@@H](Cc6ccccc6)C(=O)N5[C@H]3Nc3ccccc34)C[C@@H]12,i,i,i,i,.,i,.,-6,i,i,i
Cc1c(Cl)cccc1NS(=O)(=O)c1ccc2c(c1)C1C=CCC1C(c1ccc(C(=O)O)cc1)N2 (stereo not drawn),i,.,i,.,i,.,i,.,.,.,i
CCCCn1c(CCc2ccccc2)nc2cc3[nH]c(=O)c(C(C)C)nc3cc21,i,i,i,i,i,i,i,-8,i,i,i
O=C(c1ccco1)N1CCN(C(=S)Nc2ccc(F)cc2)CC1,i,i,i,i,i,i,i,-6,i,i,i
CN(C)c1ccc(/C=N/NC(=O)c2cccc(N3CCCC3=O)c2)cc1,i,i,i,i,i,i,i,-5,i,i,i
COc1ccc(NC(=O)CSc2nc3ccccc3nc2N2CCCC2)c(OC)c1,i,i,i,i,i,i,i,-6,i,i,i
O=C(OCC(=O)N1CCCc2ccccc21)c1cnc(Cl)c(Cl)c1,i,i,i,i,i,i,i,-19,i,i,i
Cc1ccc2c(C(=O)CN3CCC(C(N)=O)CC3)c(C)[nH]c2c1,i,i,i,i,i,i,i,0,i,i,i
CCCc1ccc(OCc2ccc(C(=O)N3CCCC3)o2)cc1,100*,i,i,i,i,i,i,-14,i,i,i
CCOc1ccccc1NC(=O)N1CCCc2ccccc21,i,i,i,i,i,i,i,-4,i,i,i
CCOc1ccc(NC(=O)c2cc(Cl)nc3ccccc23)cc1,i,i,i,i,i,i,i,-6,i,i,i
COc1ccc(C(NC(=O)c2ccc(-c3ccccc3)cc2)c2ccccc2)cc1 (stereo not drawn),i,i,i,i,i,i,i,0,i,i,i
CC(C)CCN1CCC(n2nccc2NC(=O)C2CCOC2)CC1 (stereo not drawn),i,i,i,i,i,i,i,-3,i,i,i
CCOC(=O)N1CCC(c2cc(=O)n3[nH]ccc3n2)CC1,i,i,i,i,i,i,i,-3,i,i,i
C=CCNCCCCOc1ccc(OCc2ccccc2)cc1,i,i,i,i,i,i,i,-9,i,i,i
O=C(Nc1ccccc1)C(Cc1cccs1)c1nn[nH]n1 (stereo not drawn),i,i,i,i,i,i,i,-15,i,i,i
COc1ccc(N2CCN(c3nc(NCCc4ccc(OC)c(OC)c4)nc(OC)n3)CC2)cc1,i,i,i,i,i,i,i,-8,i,i,i
O=C(NCCCC(=O)N1CCOCC1)c1cccnc1,i,i,i,i,i,i,i,-7,i,i,i
O=C(CN1C(=O)C2C3CCC(C3)C2C1=O)OCC(=O)c1cccc([N+](=O)[O-])c1 (stereo not drawn),i,i,i,i,i,i,i,-6,i,i,i
CCNc1nc2nonc2nc1NCC,i,i,i,i,i,i,i,-3,i,i,i
CCOC(=O)C1CCN(C(=O)c2cnn3c(C)cc(C)nc23)CC1,i,i,i,i,i,i,i,-4,i,i,i
Cn1ccnc1SCc1ccc([N+](=O)[O-])cc1,i,i,i,i,i,i,i,-11,i,i,i
O=C1CC(C(=O)Nc2ccc(C(=O)O)cc2)C(c2ccccc2)O1 (stereo not drawn),i,i,i,i,i,i,i,-4,i,i,i
O=C(CSc1nc2ccccc2n1CC(=O)N1CCCC1)Nc1nccs1,i,i,i,i,i,i,i,-9,i,i,i
COc1ccc2c(c1OC)C(C1c3c(cc4c(c3OC)OCO4)CCN1C)OC2=O (stereo not drawn),i,i,i,i,i,i,i,2,i,i,i
Cc1c(NC(=O)c2cc3ccccc3oc2=O)c(=O)n(-c2ccccc2)n1C,i,i,i,i,i,i,i,-6,i,i,i
COc1ccccc1-c1c(C(F)(F)F)oc2cc(OC(=O)c3cccc([N+](=O)[O-])c3C)ccc2c1=O,i,i,i,i,i,i,i,-11,i,i,i
COc1ccc(S(=O)(=O)NCCC(=O)NCc2cccs2)cc1,i,i,i,i,i,i,i,-15,i,i,i
O=C(NCc1ccccc1OC(F)(F)F)C1CCC(=O)N(Cc2ccccn2)C1 (stereo not drawn),i,i,i,i,i,i,i,-6,i,i,i
# Next part.
SMILES,ANO1 block,KCNQ1 inh,MrgX1 PAM,RGS4 block,KCNK3 block,KCNQ1 act,TMEM16A act,hERG protect,RGS4 pot,KCNK9 block,MrgX1 agonist
C=CCn1c(SCc2ccccc2C#N)nnc1-c1ccccc1O,i,i,i,i,i,i,i,-13,i,i,i
COc1ccc(/C(C)=N/NC(=O)c2nc(C)cc(C)n2)cc1,i,i,i,i,i,i,i,-1,i,i,i
COc1ccc(N=C2S/C(=C\c3ccc(N4CCOCC4)o3)C(=O)N2CCc2c[nH]c3ccccc23)cc1,i,i,i,i,i,i,i,-16,i,i,i
CCCNC(=O)C1CC(=O)N(c2ccc(OCC)cc2)C1 (stereo not drawn),i,i,i,i,i,i,i,-7,i,i,i
COc1ccccc1C(=O)Nc1ccnn1C1CCN(C)CC1,i,i,i,i,i,i,i,-9,i,i,i

# 3 records picked at random from those above, as already listed:
SMILES,ANO1 block,KCNQ1 inh,MrgX1 PAM,RGS4 block,KCNK3 block,KCNQ1 act,TMEM16A act,hERG protect,RGS4 pot,KCNK9 block,MrgX1 agonist
COc1ccc(N=C2S/C(=C\c3ccc(N4CCOCC4)o3)C(=O)N2CCc2c[nH]c3ccccc23)cc1,i,i,i,i,i,i,i,-16,i,i,i
COc1ccc(/C(C)=N/NC(=O)c2nc(C)cc(C)n2)cc1,i,i,i,i,i,i,i,-1,i,i,i
C=CCn1c(SCc2ccccc2C#N)nnc1-c1ccccc1O,i,i,i,i,i,i,i,-13,i,i,i
